# Screening data from PubChem BioAssay.
# TrxR1 inh: blocks rat thioredoxin reductase 1. 390,000 tested, 1% active. O89049. Potency, µM (doses to about 114 µM), for inactives: at the highest dose activity change, negative = inhibition, hits mostly inhibitors. recombinant rTrxR1, NADPH fluorescence consumption, selenite substrate; further: on the % scale 0 is the no-effect control and ±100 the full control effect; nearly all actives have a fitted effect of over 65% in size
#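 Rat TrxR1 (90 nM in the dispensed reagent) was pre-reduced with 400 uM NADPH for 5 min at room temperature, then incubated with compound for 15 min. After 400 uM selenite was added, NADPH fluorescence (Ex 340/Em 450 nm) was followed for 8 min.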
# Pin1 inhibitor: human Pin1 inhibition; Potency, µM (titrated, usually from 115 µM), without a hit: top-dose activity, negative = inhibition, usual class: inhibitors; Q13526; 390,000 tested, 0.009% active; AID 504891; Pin1 FP peptide displacement, HiFluor488, 10 min; active means well fitted inhibition curve with a large enough effect in the polarisation, with a control signal flat, not every such curve was filed as active; inconclusive means small, poorly fitted or top-dose-only effect, or effect the other way, or a change in a side signal; inactive means no such curve, though single readings can be large or run the other way; the % refers to the polarisation; further: on the % scale 0 is the no-effect control and ±100 the full control effect
# Target sequence (Q13526 whole entry, looked up): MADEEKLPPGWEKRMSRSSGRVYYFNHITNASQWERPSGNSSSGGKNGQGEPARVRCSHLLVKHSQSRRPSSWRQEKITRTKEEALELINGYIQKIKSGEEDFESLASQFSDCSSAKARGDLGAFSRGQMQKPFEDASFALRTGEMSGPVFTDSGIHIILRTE
# RGS4 inh: blocks human RGS4-accelerated GTP hydrolysis; Potency, µM (series often up to 114 µM), without a hit: top-dose activity change, negative = inhibition, hits mostly inhibitors; 390,000 tested, 0.039% active; P49798; Transcreener GDP fluorescence polarization, RGS4-accelerated GTP hydrolysis; further: on the % scale 0 is the no-effect control and ±100 the full control effect; nearly all actives have a fitted effect of over 75% in size; some results filed as inactive show a strong effect at the top dose
#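 MLSMR compounds (23 nl, pin-transferred) preincubated 10 min at room temperature with a 500nM (2x) first reagent, then RGS4 at 900nM (2x) plus Transcreener GDP mix added; fluorescence polarization (620/688 nm) read before and after 90 min at 30 °C.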
# HP1b chromo inh: blocks HP1-beta chromodomain binding to methylated histone tails; P83916; AlphaScreen HP1-beta / biotin-H3K9me3 peptide binding; Potency, µM (highest dose often 114 µM), for the others: top-dose activity change, negative = inhibition, hits mostly inhibitors; 390,000 tested, 0.56% active; further: nearly all actives have a fitted effect of over 70% in size; inactives centre near 23
#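 AlphaScreen: HP1-beta (50 nM) preformed 30 min with biotin-H3(1-18)K9me3 peptide (50 nM) in PBS pH 7.4, 0.01% Tween-20. Compound added for 30 min at RT, then streptavidin donor/nickel chelate acceptor beads (10 ug/mL) for 30 min.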
# ERG Ets-DNA blk: ERG Ets/DNA interaction inhibition; P11308; fluorescence polarization, His-ERG Ets domain / labelled DNA; Potency, µM (doses to about 76.9 µM), inactives show top-dose FP activity, negative = inhibition, actives largely listed as inhibitors; 370,000 tested, 0.028% active; AID 624246; active means well fitted inhibition curve with a large enough effect in the polarisation, with a control signal flat; inconclusive means small, poorly fitted or top-dose-only effect, or effect the other way, or a change in a side signal; inactive means no such curve, though single readings can be large or run the other way; the % refers to the polarisation;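 further: polarization taken with two DNA probes labelled with fluorescein and Texas red; % of control where 0% means no effect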
# Target sequence (P11308 whole entry, looked up, the tested form may be a part): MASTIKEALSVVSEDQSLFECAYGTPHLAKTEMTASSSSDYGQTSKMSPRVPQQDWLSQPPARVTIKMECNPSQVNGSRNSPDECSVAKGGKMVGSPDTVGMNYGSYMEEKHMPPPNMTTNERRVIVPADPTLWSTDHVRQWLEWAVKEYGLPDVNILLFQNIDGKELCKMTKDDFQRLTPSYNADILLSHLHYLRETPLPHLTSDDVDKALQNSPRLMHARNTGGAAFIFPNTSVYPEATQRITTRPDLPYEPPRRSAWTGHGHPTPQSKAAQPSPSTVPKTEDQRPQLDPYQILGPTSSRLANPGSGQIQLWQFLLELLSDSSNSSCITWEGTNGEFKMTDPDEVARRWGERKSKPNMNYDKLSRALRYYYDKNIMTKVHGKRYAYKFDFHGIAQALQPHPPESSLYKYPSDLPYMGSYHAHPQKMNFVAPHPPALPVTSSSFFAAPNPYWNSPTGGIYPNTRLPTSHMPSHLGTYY
#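 His-tagged ERG Ets domain (1 uM in the protein solution; 300mM KCl, 50mM Tris-HCl, 1mM EDTA, 1mM DTT, pH 7.5) received compound, then a probe mix of 5 nM fluorescein-DNA and 100nM Texas-615-DNA. Fluorescence polarization was read for both dyes.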
# JMJD2A Tudor inh: JMJD2A Tudor domain (human) inhibition; AlphaScreen JMJD2A-Tudor / H3K4me3 peptide binding; O75164; 390,000 tested, 4.4% active; Potency, µM (titrated, usually from 114 µM), for inactives: top-dose activity change, negative = inhibition, actives largely listed as inhibitors; further: on the % scale 0 is the no-effect control and ±100 the full control effect; nearly all actives have a fitted effect of over 50% in size
# Tb PGK inh: T. brucei PGK inhibition; P07378; PGK/GAPDH coupled, Kinase-Glo luminescence, 60 min; Potency, µM (doses to about 57.5 µM), without a hit: at the top dose activity change, negative = inhibition, actives largely listed as inhibitors; 380,000 tested, 0.043% active; AID 602233; further: on the % scale 0 is the no-effect control and ±100 the full control effect; nearly all actives have a fitted effect of over 60% in size
# Target sequence (P07378 whole entry, looked up): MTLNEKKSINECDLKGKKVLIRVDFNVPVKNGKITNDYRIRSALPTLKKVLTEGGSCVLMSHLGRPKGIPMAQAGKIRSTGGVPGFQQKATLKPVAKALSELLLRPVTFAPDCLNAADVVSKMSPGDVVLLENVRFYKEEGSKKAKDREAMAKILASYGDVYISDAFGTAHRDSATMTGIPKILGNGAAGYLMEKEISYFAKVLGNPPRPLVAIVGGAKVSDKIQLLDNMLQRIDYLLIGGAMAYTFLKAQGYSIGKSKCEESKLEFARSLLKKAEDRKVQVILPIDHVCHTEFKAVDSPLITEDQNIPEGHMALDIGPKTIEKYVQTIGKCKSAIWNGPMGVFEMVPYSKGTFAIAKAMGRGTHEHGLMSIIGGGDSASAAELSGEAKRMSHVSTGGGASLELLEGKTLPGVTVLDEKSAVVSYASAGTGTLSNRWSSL
#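 Recombinant glycosomal PGK reaction used 1,3-bisphosphoglycerate generated in-well by GAPDH (100nM final) in 100mM TEA pH 7.6, 5mM MgCl2, 0.01% Tween-20. After 60 minutes at room temperature, ATP was read by Kinase-Glo Plus luminescence end-point.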
# 12-LOX inh: inhibitors of human 12S-lipoxygenase ALOX12. purified 12hLO, xylenol orange hydroperoxide absorbance. 580,000 tested, 1.1% active. P18054. Potency, µM (top dose mostly 108 µM), without a hit: top-dose activity change, negative = inhibition, hits mostly inhibitors; further: on the % scale 0 is the no-effect control and ±100 the full control effect
#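 Purified human 12hLO at 150 nM in 25 mM Hepes, 0.01% Triton X-100, pH 7.0, preincubated 15 min at room temperature with compound. Reaction started with 40 uM arachidonic acid, 30 min at room temperature. Hydroperoxide measured by Fe-xylenol orange, 573/405 nm absorbance ratio.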
# GLS inh: glutaminase GLS (human) inhibition; O94925; 410,000 tested, 0.21% active; AID 624170; GLS enzymatic activity, qHTS titration; Potency, µM (top dose mostly 45.5 µM), without a hit: at the highest dose activity change, negative = inhibition, hits mostly inhibitors; further: on the % scale 0 is the no-effect control and ±100 the full control effect
#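 Coupled fluorescence readout: glutamate oxidase/HRP/Amplex Red detect glutamate formed by hKGA from L-glutamine (1 mM solution added). Buffer 45 mM KH2PO4 pH 8.2, 0.02% Tween-20; reads at t0 and 30 min RT.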
# * = called active by the depositor; i = inactive; ? = inconclusive; / = not tested or not shown; [ ] = remark or other dose. Unless noted, the call rests on the fitted dose curve; in most records, active means well fitted curve in the direction sought with a large enough effect; inconclusive means small, poorly fitted or top-dose-only effect, or another doubt; inactive means no such curve, though single readings can be large; an effect the other way counts as inactive or inconclusive. Potency means the concentration at half of the fitted maximal effect.
Tb PGK inh | GLS inh | 12-LOX inh | ERG Ets-DNA blk | JMJD2A Tudor inh | Pin1 inhibitor | mol | TrxR1 inh | RGS4 inh | HP1b chromo inh
-8% | 14% | 2% | 7% | -18% | 0% | COc1cc2c(cc1OC)C(c1ccc(Br)cc1)NCC2 (stereo unspecified) | -4% | 13% | 23%
i | 0% | -3% | -2% | 0% | -2% | CSc1ccccc1NC(=O)c1ccco1 | 3% | 11% | 47%
-1% | 15% | 5% | -8% | -13% | -8% | CC(C)(C)CN1C(=O)C(=O)NC[C@H]1Cc1ccc(O)cc1 | 9% | -1% | 40%
-6% | 2% | -8% | -8% | 8% | 0% | Cc1sc2ncn(CC(=O)NCC(=O)N(C)Cc3ccccc3)c(=O)c2c1C | 10% | 11% | 36%[activator]
i | -7% | -50% | 9% | -27% | 5% | CCc1ccc(CNC(=O)Cn2ccc3cc(S(=O)(=O)N4CCCCCC4)ccc32)cc1 | 22% | -15% | 45%[activator]
-3% | -11% | -24% | 0% | ? | -3% | Nc1cc(S(=O)(=O)N2CCOCC2)ccc1Oc1cccc(Br)c1 | -3% | -18% | 8%
-2% | 1% | 0% | -6% | -7% | 1% | Cc1noc(C)c1S(=O)(=O)Nc1ccc(C(=O)NC2CCCCCC2)cc1 | -12% | 8% | 31%
-2% | 9% | 12% | 1% | 5% | -3% | C=CCn1c(-c2ccc(C)cc2)nc2ccccc21 | 1% | 17% | 34%
8% | -3% | 359%[activator] | 8% | -17% | -2% | CCCSc1nnc(Cn2c(=O)sc3ccccc32)n1-c1ccccc1 | 8%[57.1 µM] | -3% | 56%[activator]
1% | -1% | -1% | 9% | -15% | -8% | COc1cc(CCC(=O)OCC(=O)Nc2ccc(F)cc2F)cc(OC)c1OC | 15% | 3% | -2%
11% | -2% | 0% | -2% | -18% | 0% | Cc1ccc(C)c(NC(=O)CC2NCCNC2=O)c1 (stereo unspecified) | 14% | 1% | 6%
0% | 2% | ? | -3% | -6% | 2% | COc1cccc2c(=O)n(CC(=O)Nc3ccccc3)ccc12 | 7% | 14% | 41%[activator]
8% | -27% | 0% | 9% | -5% | -16% | Cc1oc2ccc(OC(C(=O)O)c3ccccc3)cc2c1C(=O)O (stereo unspecified) | 4%[57.1 µM] | -4% | 25%
-1% | -15% | ? | -8% | -17% | 10% | COc1ccc(NC(=O)C(NC(=O)/C=C\c2ccc3c(c2)OCO3)c2ccc(OC)cc2)cc1 (stereo unspecified) | 24% | 8% | -2%
-9% | -13% | 6% | -4% | 2% | 2% | CCOc1ccc(C(=O)NCC(=O)OC(C)C(=O)NCc2ccco2)cc1OCC (stereo unspecified) | -54% | 2% | 44%[activator]
i | 0% | 0% | -1% | -14% | 4% | O=C(Nc1nccs1)c1cc([N+](=O)[O-])ccc1Cl | 0% | -14% | 24%
7% | 0% | -23% | -6% | 38%[activator] | -1% | Cc1cc(Cl)cc(C)c1OCC(=O)NC1CCCCCC1 | 16% | 7% | 77%[activator]
-1% | -7% | -10% | -10% | 5% | -3% | COc1ccccc1OCCNC(=O)CN(c1cccc(C)c1)S(=O)(=O)c1ccccc1 | 14% | 9% | 16%
7% | -5% | -1% | 3% | -10% | 9% | CC(/C=N/NC(=O)c1cc(-c2ccc(C)s2)[nH]n1)=C\c1ccccc1 | -13% | 4% | 35%
-3% | -1% | 0% | -3% | -18% | 14% | COc1ccc2nc(Sc3c([N+](=O)[O-])nc(C)n3Cc3ccccc3)[nH]c2c1 | 7.1µM* | 6% | 34%[activator]
i | -3% | -20% | -20% | -8% | -2% | COCCOc1nc2c(c(=O)n(C)c(=O)n2C)n1Cc1cccc(OC)c1 | 19%[57.1 µM] | -13% | 8%
i | -13% | 7% | 2% | ? | -11% | O=C(CS(=O)(=O)Cc1ccccc1)N1CCN(Cc2ccc3c(c2)OCO3)CC1 | ? | -68%[56.9 µM] | ?
-5% | -3% | 6% | 11% | -10% | 6% | CCOC(=O)C1(Cc2ccccc2C)CCCN(S(C)(=O)=O)C1 (stereo unspecified) | -1% | 18% | 30%
-2% | -1% | ? | 10% | -16% | 13% | COc1ccc(N(CC(=O)NCCSc2ccc(C)cc2)S(=O)(=O)c2ccccc2)c(OC)c1 | 4% | -26% | 40%[activator]
-9% | ? | -22% | -12% | -27% | -4% | O=C(CCc1c[nH]c2ccccc12)NCCc1ccccc1 | 18% | -47% | -19%
5% | 0% | -6% | -2% | -1% | -1% | CC(C(=O)NC1CC(C)(C)NC(C)(C)C1)c1ccc([N+](=O)[O-])cc1 (stereo unspecified) | 17%[57.1 µM] | 1% | 14%
-1% | 9% | 0% | -8% | -24% | 19% | Cc1cnc(NC(=O)CSc2nnc(-c3ccccc3)o2)s1 | -5% | -6% | 31%[activator]
-18% | 8% | ? | 0% | -28% | 5% | Cc1ccc(/C=C/c2onc(C)c2S(=O)(=O)N2CCC(C(=O)N3CCN(c4cc(C)ccc4C)CC3)CC2)cc1 | 23%[57.1 µM] | -15% | 10%[57 µM]
14% | 11% | ? | -2% | -25% | -2% | O=[N+]([O-])c1ccc(COc2ccc(-c3[nH]ncc3-c3ccccc3)c(O)c2)cc1 | -5% | 21% | 23%
0% | 6% | 7% | / | -16% | -10% | O=C1OC(OC(=O)c2ccccc2Br)C(N2CCOCC2)=C1Cl (stereo unspecified) | 0% | -7% | 18%
-1% | -12% | 0%[57.4 µM] | 1% | 159%[activator] | -2% | CSc1nc(-c2ccccc2)nn1C(=O)c1ccccc1 | ? | 14% | 333%[activator]
0% | 2% | -19% | 7% | -5% | -10% | Nc1nc(-c2ccco2)nn1C(=O)c1ccc([N+](=O)[O-])cc1 | ? | -9% | 42%[activator]
3% | 27% | ? | 3% | -31% | 24% | CCn1c(C)c(C(C)=O)c(N2CCN(c3ccc(OC)cc3)CC2)nc1=S | -28% | 1%[11.4 µM] | -4%
-1% | -3% | 0% | -14% | -16% | 3% | COc1ccccc1C(=O)Nc1nnc(SCc2cc(=O)n3ccc(C)cc3n2)s1 | 15%[57.1 µM] | 12% | 15%[57 µM]
-5% | -1% | 4%[57.4 µM] | / | -22% | 0% | COc1ccc(C2(CNC(=O)C(c3ccccc3)c3ccccc3)CCOCC2)cc1OC | -18% | 15% | 17%
1% | 21% | -6% | -2% | -14% | 17% | CC1(C)Cc2c(C#N)c(SCCC#N)nc(N3CCOCC3)c2CS1 | -5% | 10% | 22%
-11% | -4% | 10% | -6% | -1% | ? | COc1ccc(C(=O)NCCC2=CCCCC2)cc1 | 0% | -7% | 41%
5% | 1% | -5% | -1% | -9% | -2% | COc1ccc(CS(=O)(=O)CC(C)(O)c2ccc(Cl)cc2)cc1 (stereo unspecified) | -12% | 10% | 26%
-9% | -32% | 15% | 9% | -12% | 1% | COc1ccccc1COc1ccc2c(C)c(CCC(=O)O)c(=O)oc2c1C | 9%[57.1 µM] | 20% | 8%
7% | 3% | -23% | 0% | -11% | -3% | O=c1ccc2cc(S(=O)(=O)NCc3ccc(Br)cc3)ccc2[nH]1 | 6%[57.1 µM] | -10% | 14%[57 µM]
-3% | 0% | 0% | -5% | 9% | -1% | CCCC(=O)C1=C(O)C(C(=O)OC)C(C)(C)CC1=NCCCCCC(=O)O (stereo unspecified) | 27% | 1% | 27%
-1% | -2% | -5% | -10% | -10% | 1% | CC(C)(C)NC(=O)C(c1ccco1)N(C(=O)Cn1nnc(-c2ccc(F)cc2)n1)c1ccccc1 (stereo unspecified) | 15% | -9% | 31%
i | 1% | -25% | 11% | -8% | 1% | Cc1nn(-c2ccc(Cl)c(Cl)c2Cl)c(=O)c2ccccc12 | 16%[57.1 µM] | -39% | 50%[activator]

# No new results follow: entries from further up.
Tb PGK inh | GLS inh | 12-LOX inh | ERG Ets-DNA blk | JMJD2A Tudor inh | Pin1 inhibitor | mol | TrxR1 inh | RGS4 inh | HP1b chromo inh
i | -7% | -50% | 9% | -27% | 5% | CCc1ccc(CNC(=O)Cn2ccc3cc(S(=O)(=O)N4CCCCCC4)ccc32)cc1 | 22% | -15% | 45%[activator]
-3% | -11% | -24% | 0% | ? | -3% | Nc1cc(S(=O)(=O)N2CCOCC2)ccc1Oc1cccc(Br)c1 | -3% | -18% | 8%
-2% | 1% | 0% | -6% | -7% | 1% | Cc1noc(C)c1S(=O)(=O)Nc1ccc(C(=O)NC2CCCCCC2)cc1 | -12% | 8% | 31%
-2% | 9% | 12% | 1% | 5% | -3% | C=CCn1c(-c2ccc(C)cc2)nc2ccccc21 | 1% | 17% | 34%
8% | -3% | 359%[activator] | 8% | -17% | -2% | CCCSc1nnc(Cn2c(=O)sc3ccccc32)n1-c1ccccc1 | 8%[57.1 µM] | -3% | 56%[activator]
1% | -1% | -1% | 9% | -15% | -8% | COc1cc(CCC(=O)OCC(=O)Nc2ccc(F)cc2F)cc(OC)c1OC | 15% | 3% | -2%
11% | -2% | 0% | -2% | -18% | 0% | Cc1ccc(C)c(NC(=O)CC2NCCNC2=O)c1 (stereo unspecified) | 14% | 1% | 6%
0% | 2% | ? | -3% | -6% | 2% | COc1cccc2c(=O)n(CC(=O)Nc3ccccc3)ccc12 | 7% | 14% | 41%[activator]

# This is a subset; rates above refer to the full screens.
